Assay outcomes from PubChem.
PV pol inh – poliovirus RdRp elongation inhibitors, primary screen, biochemical, fluorescence polarization, total intensity | Genome polyprotein (Poliovirus type 1 (strain Mahoney)), P03300 | poliovirus polymerase elongation; hits give low values | % elongation, % (compound at 16.7 µg/mL) | hit rate 0.66% among 150,000 | AID 588519, 2011; in the data active = % elongation below about 90%; note: some results filed as inactive read as strong as hits
Target sequence (P03300 1749-2209 limits assumed): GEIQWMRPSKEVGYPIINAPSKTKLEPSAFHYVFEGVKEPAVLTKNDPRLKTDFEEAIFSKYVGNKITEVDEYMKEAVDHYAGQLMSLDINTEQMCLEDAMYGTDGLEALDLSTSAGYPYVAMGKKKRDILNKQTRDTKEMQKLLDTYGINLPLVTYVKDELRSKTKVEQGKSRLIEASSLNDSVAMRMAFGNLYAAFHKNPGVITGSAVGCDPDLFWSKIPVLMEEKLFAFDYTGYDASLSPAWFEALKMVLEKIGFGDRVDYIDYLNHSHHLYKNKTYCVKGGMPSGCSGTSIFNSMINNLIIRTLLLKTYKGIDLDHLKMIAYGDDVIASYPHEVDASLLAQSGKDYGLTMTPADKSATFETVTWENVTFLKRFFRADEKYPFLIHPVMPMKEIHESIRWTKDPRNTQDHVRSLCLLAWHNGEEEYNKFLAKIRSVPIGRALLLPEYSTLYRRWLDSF
PV pol inh FP z-score – further read-out of PV pol inh, marked with its call; z-score; measured here: FP z-score; hits read low
Numbers without * were called inactive; & = joins results of further samples. This is a subset. The share of hits here may be higher or lower than overall.

SMILES	PV pol inh	PV pol inh FP z-score
CN(N)c1nc(-c2ccccc2)cc(-c2ccccc2)n1	102	0.5
COc1ccc(N=Cc2ccc3c(c2)OCCO3)cc1	106	0.9
COCCCNC(=O)c1nn(C)c2c1CS(=O)(=O)c1ccccc1-2	106	-0.1
Cc1cccc(OCC(=O)N2CCCc3ccccc32)c1	101	-0.1
O=C(CSc1ccc(Br)cc1)c1ccc(Cl)s1	102	0.4
Cn1cc(S(=O)(=O)N2CCOCC2)cc1C(=O)N1CCN(c2cccc(C(F)(F)F)c2)CC1	104	0.7
Cc1ccc(CCNC(=O)c2cn(C)c3ccc(S(=O)(=O)N4CCC(C)CC4)cc3c2=O)cc1	104	-0.1
Nc1ccccc1CN1CCCC1	101	-0.3
COCc1nc2c([nH]1)c(=O)n(C)c(=O)n2CC(C)C	99&101	-0.9&0.2
Cc1ccccc1CNCCc1c[nH]c2ccccc12	98	-0.7
Cc1ccc(C(=O)c2cn(CC(=O)NCc3ccccc3Cl)c3nc(C)ccc3c2=O)cc1	111	0.5
Cc1[nH]c2ccccc2c1CCN1C(=O)CCC1=O	109	0.7
CC(=O)NCCN1C(=O)S/C(=C\c2cccs2)C1=O	104	0.1
O=c1c2cc(NC(=S)N3CCCCCC3)ccc2nc2n1CCCCC2	103	1.6
CCc1ccc(NS(=O)(=O)c2ccc3[nH]cc(C(=O)NC4CCCC4)c(=O)c3c2)cc1	104	-1.4
CCc1ccc(-c2csc(Nc3ccc(S(=O)(=O)Nc4cc(OC)nc(OC)n4)cc3)n2)cc1	102	0.1
CNC(=O)c1ccccc1NC(=O)CC1(CC(=O)O)CCCCC1	98	-0.3
Cc1ccc(Cn2c(C(C)NC(=O)c3ccccc3)nc3ccccc32)cc1 (configuration not stated)	111	0.8
C=CCn1c(Cc2ccccc2)nnc1SCC(=O)N1CCc2ccccc21	102	0
CC(=O)Oc1ccc(N(C(C)=O)S(=O)(=O)c2cccs2)c(C)c1	103	0.2
Cc1ccc2c(=O)cc(C(=O)Nc3ccc(S(=O)(=O)N(C)Cc4ccccc4)cc3)oc2c1C	110	0.5
CCOC(=O)c1ccc2oc(=O)n(Cc3ccccc3)c2c1	110	0.9
NNc1cccc(C(F)(F)F)c1	104	0.9
Cn1cc(S(=O)(=O)N2CCCCCC2)cc1C(=O)NCc1ccccc1Cl	108	0.4
C=CCNc1nc(C(=O)OCc2c(C)noc2C)cs1	104	0.2
CCCNc1c(NS(=O)(=O)c2ccc(NC(=O)CC)cc2)c(=O)oc2ccccc12	100	-0.4
Cn1c(Cn2c(=O)sc3ccccc32)nnc1SCC(=O)Nc1ccc2c(c1)OCO2	100	-0.1
COc1ccccc1NC(=O)C1CCN(C(=O)c2ccccc2)CC1	100	-1.1
Cc1c(CNCCc2ccc(S(N)(=O)=O)cc2)c(C(=O)O)c(C)n1Cc1ccc(Cl)cc1	106	-0.3
Cc1nc(Cc2nnc(SCC(=O)Nc3ccc(S(=O)(=O)N4CCCC4)cc3)o2)cs1	105	0.2
O=C(NCc1ccccc1)c1ccc(=O)[nH]n1	103	0.2
Cn1c(=O)c2c(n3c4ccccc4nc13)NC(=O)CC2c1cccc(F)c1 (configuration not stated)	102	0
Cc1cccc(NC(=O)CCc2c(C)nc3nc(CNC(=O)c4cccc(F)c4)nn3c2C)c1	108	0.3
CS(=O)(=O)c1ccc(NC(=O)Cc2n[nH]c(=O)c3ccccc23)cc1	104	0.1
CCN(CC)C(=O)Cn1cnc2c(cnn2-c2cccc(Cl)c2)c1=O	102	-0.3
CCOC(=O)N1CCC(NC(=O)c2c(C)nn(-c3ccc(C)cc3)c2-n2cccc2)CC1	104	-0.7
CCC(SC1=Nc2ccccc2C2=NC(c3ccccc3)C(=O)N12)C(=O)NCc1ccc(C)cc1 (configuration not stated)	103	0.4
Cc1cccc(CC(=O)Nc2c(C(N)=O)oc3ccccc23)c1	103	0.2
CCOC(=O)c1oc2ccccc2c1CN1CCSC1=Nc1ccc(OC)cc1	97	-0.3
CC1CC(C)CN(C(=S)Nc2ccccc2)C1 (configuration not stated)	106	1.8
CN(C)CCN(C)Cc1ccccc1	101	0.4
CN(CC(=O)NN1C(=O)NC2(CCCCC2)C1=O)Cc1ccc(Cl)cc1	102	0
O=C(CSc1nc2c(oc3ccccc32)c(=O)n1C1CCCC1)Nc1nccs1	98	-1.6
O=C(CSc1ncc(CO)n1Cc1ccccc1)N1CCc2ccccc21	103	1
CC(C)CNC(=O)N1CCN(S(=O)(=O)c2ccc3c(ccn3C)c2)CC1	108	0.5
Cn1cc(/C=N/NC(=O)C(O)c2ccccc2)c2ccccc21 (configuration not stated)	100	0
Nc1cc(C(=O)O)ccc1NCCCN1CCOCC1	103	0.4
Cc1ccc(S(=O)(=O)/N=S(\C)c2ccccc2)cc1 (configuration not stated)	111	1.2
Cn1nnc2c(sc3nc(N4CCOCC4)c4c(c32)CCCC4)c1=O	103	0.2
COc1ccc2cc3cc(C(=O)NCc4ccc(C)cc4)oc3nc2c1	110	0.3
COC(=O)c1c(C)[nH]c(C(=O)C(C)N2CCCc3ccccc32)c1C (configuration not stated)	102	-0.1
CSc1sc(Cl)c(Cl)c1S(=O)(=O)C(C)C	103	0.3
NS(=O)(=O)c1ccc(N=Cc2c(O)[nH]c3ccccc23)cc1	101	-0.2
CCOC(=O)N1CCC(NC(=O)C2CCCN(C(=O)N3CCOc4ccccc43)C2)CC1 (configuration not stated)	102	-0.3
O=C(COC(=O)Cc1ccc(Br)cc1)NCc1ccco1	106	0.2
Nc1nnc(SCC(=O)N2CCc3ccccc32)s1	100	-0.1
COc1cccc(NC(=O)C(c2ccccc2)N2CCCCC2)c1 (configuration not stated)	104	0.3
CCN1C(=O)c2cccc3c(S(=O)(=O)NCCCn4ccnc4)ccc1c23	103	0
CN1C(=O)NC(c2ccccc2)C2=C1CN(CCc1ccccc1)C2=O (configuration not stated)	108	0.8
COc1ccc(-c2cn3nc(N4CCCC(C(=O)Nc5cc(Cl)ccc5C)C4)sc3n2)cc1 (configuration not stated)	99	-1

(cont.)
SMILES	PV pol inh	PV pol inh FP z-score
CCCCNc1nc2c(c(=O)n(C)c(=O)n2C)n1CC(O)COc1ccccc1C (configuration not stated)	108	1.2
O=C(Nc1ccccc1)N1CCC2(CC1)OCCO2	103	-0.1
NS(=O)(=O)c1ccc(C2CCCCC2)cc1	100	0.1
Cn1c(=O)c(=O)n(C)c2cc(N3CCCC3)c(NC(=O)c3ccccc3F)cc21	109	1.1
Cc1ccc(/C=C/C(=O)Nc2ccc3nc4n(c(=O)c3c2)CCCC4)cc1	104	0.9
CSc1ccc(/C=N/NC(=O)C2CC2)cc1	101	0.3
O=C(/C=C/c1cccc(F)c1)NCCCn1ccnc1	100	-0.9
NNc1ccccn1	99	-0.2
Cc1nc(COc2ccccc2Cl)sc1C(=O)/C=C/N(C)C	105	0.2
CC(C)NC(=O)COc1cccc2ccccc12	101	-0.2
CCN(Cc1ccccc1)C(=O)c1sc2nc3n(c(=O)c2c1C)CCCC3	109	0.5
COc1cc(Cl)c(C)cc1NCC(=O)Nc1cccnc1Cl	103	0.3
CCOC(=O)C1CCCN(C(=O)c2cccc(NC(=O)C(CC)CC)c2)C1 (configuration not stated)	102	0.3
CCc1ccc(OCC(=O)N(Cc2ccc(Cl)cc2)C2CCS(=O)(=O)C2)cc1 (configuration not stated)	103	-0.5
Cc1ccc(N2CCN(S(=O)(=O)c3ccc4oc(=O)c5ncn(C)c5c4c3)CC2)c(C)c1	103	-0.8
O=C(COc1ccc(F)cc1)NCCCn1ccnc1	100	-0.4
COc1ccc(CNC(=O)CSc2nnc(C)c3c(C)n(-c4ccccc4)nc23)c(OC)c1	98	-1.3
CCCCC1(C)OC(=O)C(=Cc2ccc(F)cc2)C(=O)O1 (configuration not stated)	102	0.1
Brc1ccc(CSc2nnc(-c3ccc4c(c3)OCO4)o2)cc1	103	0.1
c1ccc2oc(C3CCNCC3)nc2c1	105	0.5
COC(=O)NC(=O)c1ccc(Cl)cc1	97	-2
Oc1ccc(Br)cc1C1CC(c2ccccc2)=NC(c2ccco2)N1 (configuration not stated)	100	-0.2
Cc1ccc2oc3c(c(=O)c2c1)C(c1ccc(O)cc1)N(c1nc(C)c(C)s1)C3=O (configuration not stated)	100	-0.7
Cn1ccc(P(=O)(N2CCOCC2)N2CCOCC2)c1	106	0.5
O=C1/C(=C/NCc2ccco2)S(=O)(=O)N(Cc2ccccc2)c2ccsc21	101	-0.1
COc1ccc(N2C(=O)/C(=C\c3ccco3)N=C2SCC(N)=O)cc1Cl	102	-0.1
CCCn1c2ccccc2c2cnn(CC(=O)N(C)Cc3ccccc3)c(=O)c21	104	0.7
Cc1cccc(N2CCN(C(=O)Cn3ncc4c3-c3ccccc3OC4)CC2)c1C	107	0.8
CC(C)CC1NC(=O)N(C)C1=O (configuration not stated)	101	-0.4
COc1ccc(CC(=O)n2[nH]c(=O)c3ccccc3c2=O)cc1OC	101	-0.2
Cc1ccc(-n2c(-c3cnccc3C(F)(F)F)noc2=O)c(C)c1	101	0.1
Cc1csc(SCCCn2c(=O)[nH]c3ccccc32)n1	101	-0.4
Cc1ccc(N(C)C(=O)c2cc(S(=O)(=O)N3CCCC3)cn2C)cc1	102	-0.6
Nc1ccnn1Cc1ccccn1	106	0.4
Cc1coc2c(C)c3oc(=O)c(CCC(=O)NCCc4ccccc4F)c(C)c3cc12	107	-0.4
COC(=O)c1cc2oc3ccccc3c2n1CC(=O)Nc1ccc(OC)c(OC)c1OC	103	-1
CCOC(=O)c1c(C)n(C)c2ccc(O)c(CN3CCC(C)CC3)c12	102	0.3
O=C1CCC(c2ccccc2)=NN1Cc1c(F)cccc1Cl	101	-0.5
O=C(O)CCC(=O)NCc1ccco1	101	-0.1
CCN(CC)S(=O)(=O)c1cc(C(=O)N2CCN(Cc3ccc4c(c3)OCO4)CC2)ccc1Cl	109	0.8
CCOc1ccc(N=C2SCCCN2C(=O)c2ccc(C#N)cc2)cc1	102	-0.1
Cn1cc(/C(Cc2ccccc2)=N\O)c2ccccc21	99	-0.2
O=C(O)c1ccc(CNCc2ccccc2)s1	102	0
C=CCSc1n[nH]c(=O)[nH]c1=O	101	-0.2
Cc1ccc(NC(=O)C2CCCN(C(=O)c3cnn(-c4ccccc4)c3-n3cccc3)C2)cc1 (configuration not stated)	108	-0.1
CC(C)OC(=O)c1cccc(C(=O)Oc2ccccc2)n1	99	-0.2
Cc1[nH]nc2c1C(c1ccccc1F)N(C)C2=O (configuration not stated)	99	-1.3
CCN1C(N)=C(C#N)C(c2ccc3[nH]c4ccccc4c3c2)c2nc(C)oc21 (configuration not stated)	102	0
CCc1ccc(S(=O)(=O)c2nnn3c2nc(Nc2ccc(NC(C)=O)cc2)c2sccc23)cc1	108	0.3
O=C(/C=C/c1cccs1)N1CCCN(C(=O)/C=C/c2cccs2)CC1	104	1.3
C=C(C)C1Cc2nc(N)nc(C)c2C1 (configuration not stated)	101	0
COc1cccc(C(=O)OCC(=O)c2ccccc2)c1OC	104	-0.1
Cc1cc(C)cc(NC(=O)CSc2nc3c(c(=O)[nH]2)CN(Cc2ccc(F)cc2)CC3)c1	107	-0.1
CCOC(=O)c1cnc2ccc(OCC)cc2c1Nc1cc(Cl)c(OC)cc1OC	105	-0.1
Cc1ccc(C(=O)Nc2ccc3c(c2)n(C)c(=O)n3C)cc1	100	-0.3
COc1ccc(CNC(=O)CC(c2ccc(OC)c(OC)c2)N2Cc3ccccc3C2=O)cc1 (configuration not stated)	104	-0.5
CC(C#N)(c1ccccc1)c1ccccc1	104	0.4
O=C(Nc1ccc(N2CCN(c3ccc(F)cc3)CC2)c(C(=O)O)c1)c1ccccc1F	109	0.5
C=CCOc1cccc(C(=O)NCCOC)c1	102	0.1
COc1ccc2ccc(O)c(CN3CCN(C(=O)C4CC4)CC3)c2c1	99	-0.3

Remaining list, next part.
SMILES	PV pol inh	PV pol inh FP z-score
Cc1cc(C)cc(C(=O)OCC(=O)c2cc3c4c(c2)CC(=O)N4CCC3)c1	101	-0.1
CCN(C(=O)CSc1nnnn1-c1ccccc1)C1CCS(=O)(=O)C1 (configuration not stated)	105	0.3
O=C(c1ncoc1-c1cccs1)N1CCN(Cc2cccc3ccccc23)CC1	103	0.4
CCCCC1CCC(C(=O)Oc2ccc(OCC)cc2)CC1 (configuration not stated)	103	0.4
O=C(Nc1cccc2ccccc12)OCCn1ncc2ccccc2c1=O	107	0.9
CCOC(=O)C1CCN(Cn2c(=S)n(-c3ccc(OC)cc3)c3ccccc32)CC1	102	-0.1
O=C(Cc1c(F)c(F)c(F)c(F)c1F)OC12CC3CC(C1)C(=O)C(C3)C2	104	0.4

Molecules from the list above that have an NH in an aromatic ring:
SMILES	PV pol inh	PV pol inh FP z-score
COCc1nc2c([nH]1)c(=O)n(C)c(=O)n2CC(C)C	99&101	-0.9&0.2
Cc1ccccc1CNCCc1c[nH]c2ccccc12	98	-0.7
Cc1[nH]c2ccccc2c1CCN1C(=O)CCC1=O	109	0.7
CCc1ccc(NS(=O)(=O)c2ccc3[nH]cc(C(=O)NC4CCCC4)c(=O)c3c2)cc1	104	-1.4
O=C(NCc1ccccc1)c1ccc(=O)[nH]n1	103	0.2
CS(=O)(=O)c1ccc(NC(=O)Cc2n[nH]c(=O)c3ccccc23)cc1	104	0.1
COC(=O)c1c(C)[nH]c(C(=O)C(C)N2CCCc3ccccc32)c1C (configuration not stated)	102	-0.1
NS(=O)(=O)c1ccc(N=Cc2c(O)[nH]c3ccccc23)cc1	101	-0.2
COc1ccc(CC(=O)n2[nH]c(=O)c3ccccc3c2=O)cc1OC	101	-0.2
Cc1csc(SCCCn2c(=O)[nH]c3ccccc32)n1	101	-0.4
C=CCSc1n[nH]c(=O)[nH]c1=O	101	-0.2
Cc1[nH]nc2c1C(c1ccccc1F)N(C)C2=O (configuration not stated)	99	-1.3
CCN1C(N)=C(C#N)C(c2ccc3[nH]c4ccccc4c3c2)c2nc(C)oc21 (configuration not stated)	102	0
Cc1cc(C)cc(NC(=O)CSc2nc3c(c(=O)[nH]2)CN(Cc2ccc(F)cc2)CC3)c1	107	-0.1
